High-throughput results (PubChem)
Apoferritin bind – qHTS Assay for Identification of Novel General Anesthetics; Potency, µM (doses to about 77.5 µM), for inactives: at the highest dose activity change, negative = displacement, actives largely listed as inhibitors; Ferritin light chain (Equus caballus), P02791; apoferritin/1-aminoanthracene competitive binding, fluorescence; 350,000 compounds, 0.074% hits; note: potency is the fitted concentration of half-maximal effect; % is set by controls: 0 for no effect and ±100 for the full control effect; nearly all actives have a fitted effect of over 20% in size
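Read-out: endpoint 1-AMA fluorescence, excitation 380 nm and emission 535 nm, after compounds sit 10 min at room temperature with 10 uM horse-spleen apoferritin in 50% saturated 1-AMA/PBS. Values come from four-parameter Hill fits.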
APE1 inh – qHTS Assay for Inhibitors of the Human Apurinic/apyrimidinic Endonuclease 1 (APE1) | DNA repair nuclease/redox regulator APEX1 (Homo sapiens), P27695 | recombinant APE1, TAMRA/BHQ-2 abasic DNA cleavage fluorescence | Potency, µM (titrated, usually from 65.8 µM), inactives show at the top dose activity change, negative = inhibition, hits mostly inhibitors | 350,000 compounds, 0.35% hits | AID 2517, 2012;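 note: potency is the fitted concentration of half-maximal effect; plate controls were vehicle for no effect and reference inhibitor for full effect; nearly all actives have a fitted effect of over 55% in size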
Target sequence (P27695 whole entry, looked up): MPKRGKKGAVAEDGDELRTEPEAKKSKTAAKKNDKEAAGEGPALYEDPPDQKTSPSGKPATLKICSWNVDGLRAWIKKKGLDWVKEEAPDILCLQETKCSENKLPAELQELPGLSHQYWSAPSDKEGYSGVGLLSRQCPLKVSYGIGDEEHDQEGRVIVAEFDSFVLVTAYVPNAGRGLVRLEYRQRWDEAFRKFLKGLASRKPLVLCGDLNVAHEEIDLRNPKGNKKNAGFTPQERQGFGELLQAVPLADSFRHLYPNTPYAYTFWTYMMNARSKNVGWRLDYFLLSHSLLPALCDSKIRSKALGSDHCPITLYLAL
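Endonuclease cleavage of a quenched abasic-site DNA duplex (50 nM) by APE1 (0.75 nM) was tracked by TAMRA dequenching. Compounds were preincubated with enzyme 15 min at room temperature; data normalized to buffer-only and DMSO wells plus NSC13755 control.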
POLB inh – qHTS Assay for Inhibitors of DNA Polymerase Beta | Potency, µM (top dose mostly 114 µM), inactives show top-dose activity change, negative = inhibition, usual class: inhibitors | 340,000 compounds, 1.3% hits | P06746 | Pol beta primer extension/strand displacement, fluorescence kinetic; note: potency is the fitted concentration of half-maximal effect; % is set by controls: 0 for no effect and ±100 for the full control effect
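Pol beta (10 nM) was preincubated with compound for 15 min at room temperature. The reaction was then started with 50 nM substrate and read immediately and after a further 10 min at room temperature.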
GRP78 ERSR act – qHTS for Inducers of the Endoplasmic Reticulum Stress Response (ERSR) in Human Glioma: qHTS. U87-MG GRP78 promoter luciferase reporter, 16 h. Potency, µM, without a hit: top-dose activation, hits mostly activators. 420,000 compounds, 0.02% hits; note: potency is the fitted concentration of half-maximal effect; series mostly up to about 76 µM; % of control where 0% means no effect; nearly all actives have a fitted effect of over 35% in size
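Stably transfected U87-MG glioma cells carrying a GRP78-based luciferase sensor; 16 h compound incubation. Luminescence end-point read 10 min after Bright-Glo addition at room temperature.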
POLH inh – qHTS for Inhibitors of Polymerase Eta. DNA polymerase eta (Homo sapiens), Q9Y253. recombinant Pol eta, fluorescent DNA replication assay. Potency, µM (top dose mostly 114 µM), inactives show at the highest dose activity change, negative = inhibition, most hits filed as inhibitors. 390,000 compounds, 1.2% hits; note: potency is the fitted concentration of half-maximal effect; % is set by controls: 0 for no effect and ±100 for the full control effect
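Pol eta at 10 nM preincubated with compounds 15 min at room temperature; reaction started with fluorescent substrate (50 nM final) and read kinetically at 0 and 10 min.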
LDHA block – qHTS assay for inhibitors of human lactate dehydrogenase; L-lactate dehydrogenase A chain (Homo sapiens), P00338; purified LDHA, NADH/diaphorase-resazurin fluorescence; hits give low values; activity change, % (values are at about 110 or 230 µM); 480,000 compounds, 0.15% hits; in the data active = activity change below about -30%; inconclusive = mostly about -25% to -30%;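 note: plate controls were DMSO wells for no effect and wells without enzyme for full effect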
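Remaining NADH was detected by diaphorase (0.133 mg/mL) converting 37 µM resazurin to fluorescent resorufin, read at 0 and 20 minutes. The preceding 5-minute room-temperature reaction used 2 nM LDHA, 0.2 mM sodium pyruvate and 0.06 mM NADH at pH 7.4.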
POLK inh – qHTS for Inhibitors of Polymerase Kappa; Potency, µM (titrated, usually from 107 µM), inactives show top-dose activity, negative = inhibition, most hits filed as inhibitors; purified Pol kappa, fluorescent DNA synthesis assay, 10 min; DNA polymerase kappa (Homo sapiens), Q9UBT6; 400,000 compounds, 0.53% hits; note: potency is the fitted concentration of half-maximal effect; % is set by controls: 0 for no effect and ±100 for the full control effect
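First, compounds were pin-transferred onto 10 nM Pol kappa. After 15 min at room temperature, substrate was added to 50 nM final. Fluorescence was then measured kinetically at 0 and 10 min.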
Pol iota inh – qHTS for Inhibitors of Polymerase Iota; DNA polymerase iota (Homo sapiens), Q9UNA4; Pol iota fluorescent replication assay, 10 min; Potency, µM (top dose mostly 115 µM), without a hit: at the highest dose activity, negative = inhibition, actives largely listed as inhibitors; 390,000 compounds, 1% hits; AID 588590, 2011; note: potency is the fitted concentration of half-maximal effect
Target sequence (Q9UNA4 whole entry, looked up): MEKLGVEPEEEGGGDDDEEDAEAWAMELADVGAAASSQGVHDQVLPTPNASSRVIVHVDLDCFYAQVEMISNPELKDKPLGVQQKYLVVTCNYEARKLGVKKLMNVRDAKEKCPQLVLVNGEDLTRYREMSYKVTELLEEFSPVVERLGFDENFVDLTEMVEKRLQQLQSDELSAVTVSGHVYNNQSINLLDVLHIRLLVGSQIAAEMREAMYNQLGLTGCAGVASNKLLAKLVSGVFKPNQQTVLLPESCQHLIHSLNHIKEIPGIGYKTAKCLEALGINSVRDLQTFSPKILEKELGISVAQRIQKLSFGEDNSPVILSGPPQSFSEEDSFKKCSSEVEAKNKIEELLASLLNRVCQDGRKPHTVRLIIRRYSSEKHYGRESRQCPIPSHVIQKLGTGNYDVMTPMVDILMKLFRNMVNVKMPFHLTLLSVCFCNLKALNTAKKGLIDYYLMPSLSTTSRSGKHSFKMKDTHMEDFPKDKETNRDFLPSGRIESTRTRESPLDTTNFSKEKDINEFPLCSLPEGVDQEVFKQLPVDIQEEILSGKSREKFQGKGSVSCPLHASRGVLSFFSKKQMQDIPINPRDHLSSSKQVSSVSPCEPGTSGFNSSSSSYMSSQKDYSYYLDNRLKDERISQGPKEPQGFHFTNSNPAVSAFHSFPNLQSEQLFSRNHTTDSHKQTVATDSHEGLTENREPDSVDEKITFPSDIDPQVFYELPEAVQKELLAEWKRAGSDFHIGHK
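Fluorescent replication assay read twice, at 0 min and 10 min after adding 50 nM (final) substrate. Enzyme (10 nM) and compounds were first incubated 15 min at room temperature; enzyme-free buffer wells were negative controls.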
BLM helicase inh – qHTS Assay for Inhibitors of Bloom's syndrome helicase (BLM) | RecQ-like DNA helicase BLM (Homo sapiens), P54132 | recombinant BLM DNA unwinding, fluorescence dequenching | Potency, µM (top dose mostly 56.1 µM), without a hit: at the highest dose activity change, negative = inhibition, actives largely listed as inhibitors | 350,000 compounds, 0.2% hits | AID 2528, 2010;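 note: potency is the fitted concentration of half-maximal effect; plate controls were vehicle for no effect and no enzyme for full effect; nearly all actives have a fitted effect of over 35% in size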
Numbers without * were called inactive; u = inconclusive; x = no result given; & = joins results of further samples; [ ] = another dose, or the depositor's remark. Unless noted, calls come from the whole dose curve; as a rule, active = well fitted curve in the direction sought with a large enough effect; inconclusive = small, poorly fitted or top-dose-only effect, or another doubt; inactive = no such curve, though single readings can be large; an effect the other way counts as inactive or inconclusive. Not all compounds are listed. The share of hits here may be higher or lower than overall.

SMILES | Apoferritin bind | APE1 inh | POLB inh | GRP78 ERSR act | POLH inh | LDHA block | POLK inh | Pol iota inh | BLM helicase inh
N#CC1(NC(=O)COC(=O)c2nc(Cl)c(Cl)c(N)c2Cl)CCCCC1 | x | -1.6% | x | 2.7% | 1.3% | -3.3 | -3.4% | 1.0% | x
CC1Sc2ccc(C(=O)NCc3cccc(C(F)(F)F)c3)cc2NC1=O (stereo unspecified) | x | -8.6% | x | -1.5% | -8.6% | -12.8 | -6.5% | -7.7% | x
COc1ccc2oc(C(=O)N(C)Cc3ccc(OC(F)F)cc3)c(C)c2c1 | -13.3% | 19.7% | -24.8% | 2.3% | -10.1% | -2.3 | -17.5% | 10.4% | -7.3%
CC(=O)N[C@@H](Cc1c[nH]c2ccccc12)C(=O)NCc1ccccc1 | 0.7% | 3.8% | 8.5% | -2.5% | -2.1% | -6.9 | -13.9% | -7.6% | -2.8%
CCc1ccc(N2CCn3c2nc2c3c(=O)n(C/C=C/c3ccccc3)c(=O)n2C)cc1 | -8.2% | x | -25.0% | -3.6% | -14.8% | -11.7 | -1.7% | 22.2% | 0.8%
COC(=O)C1=C(C)NC(=O)C1(NC(=O)c1cc(OC)c(OC)c(OC)c1)C(F)(F)F (stereo unspecified) | 6.3% | x | 26.8% | x | x | 6.8&-2.3 | -4.8% | -4.6% | -0.2%
O=C1C(=O)N(C/C=C/c2ccccc2)c2ccccc21 | -16.0% | -2.0% | 19.5% | 0.1% | -9.5% | -0.4 | -12.4% | u | -11.4%
COc1ccc(-c2noc(CCC(=O)N3CCN(c4ccccc4Cl)CC3)n2)cc1 | x | -8.2% | x | -3.5% | -23.6% | 0.7 | -1.6% | -8.9% | x
C=CCn1c(SCC(=O)NCC2CCCO2)nnc1-c1ccccc1 (stereo unspecified) | -4.6% | 12.5% | 43.7% | -4.9% | -6.3% | -2.6 | -12.5% | 1.8% | -5.3%
Nc1ncn(-c2ncc(C(F)(F)F)cc2Cl)n1 | -6.9% | -4.6% | -1.0% | -3.6% | -9.5% | 0.9 | 4.1% | -24.5% | -2.1%
COC(=O)c1ccc2c(c1)NC(=O)C(N1CCOCC1)S2 (stereo unspecified) | -8.1% | -1.2% | 0.7% | -1.7% | -6.4% | -6.7 | -13.8% | 5.4%[58.9 µM] | 1.2%
O=C(CSc1nnc(-c2ccco2)o1)N1c2ccccc2CCc2ccccc21 | -18.9% | -3.3% | 4.0% | -3.7% | -3.7% | -7.7 | -1.2%[60.1 µM] | 9.3% | -2.7%
CCN1CCN(CCCNC(=O)Cn2nc(C)n3c(cc4cc(C)ccc43)c2=O)CC1 | 3.0% | x | 56.0% | -0.7% | -10.2% | 2.7 | 14.3% | 27.8% | 2.4%
O=C(COC(=O)/C=C/c1ccccc1)NCCC1=CCCCC1 | -25.2% | 4.6% | 14.0% | -3.2% | -9.4% | 0.4 | 8.3% | -12.4% | 1.9%
COc1ccc(CNC(=O)CN2CCN(C(c3ccccc3)c3ccccc3)CC2)cc1 | 2.6% | -9.8% | 2.5% | -1.0% | -7.7% | -5.6 | 2.0% | 10.9% | -14.4%
O=C(COc1ccccc1F)N/N=C1\CCCc2ccccc21 | u | -0.8% | -0.6%[57.1 µM] | 1.5% | -6.8% | -0.9 | -13.8% | 10.5% | -5.4%
O=C(NCCc1ccccc1)c1cccc(S(=O)(=O)N2CCCCC2)c1 | -14.6% | 25.8% | 24.7% | 4.1% | -4.7% | 0.7 | -18.8% | 3.6% | -2.6%
O=C1c2cccc3cccc(c23)C(=O)N1CCc1ccccc1 | -6.1% | 15.5% | 15.9% | 10.8% | -20.7% | -4.3 | -11.2% | 0.8% | -8.0%
Cc1cc(C)n2nc(C(=O)N3CCCC(CNS(=O)(=O)c4cccs4)C3)cc2n1 (stereo unspecified) | -9.3% | -1.2% | 2.3% | 2.7% | -5.4% | -7.1 | -8.5% | -1.0% | 3.4%
COc1cc(CN2CCCC(N3CCN(c4ccc(F)cc4)CC3)C2)ccc1F (stereo unspecified) | -9.1% | 1.4% | -19.7% | 0.0% | -14.6% | -0.5 | 3.3% | -13.3% | -9.1%
CCCC(C)C(=O)Nc1nc(C)c(-c2csc(Nc3cc(OC)ccc3OC)n2)s1 (stereo unspecified) | -14.6% | -3.6% | 16.6% | -1.0% | -7.2% | 5.6 | 4.8% | 17.6% | -9.4%
C=CCOc1ccc(NC(=O)C2CC(=O)N(C(C)C)C2)cc1 (stereo unspecified) | 5.6% | -1.8% | 9.6% | -5.0% | -11.6% | -1.5 | -6.3% | 2.7% | -7.9%
COc1ccc(C(C)NC(=S)NCc2ccc(F)cc2)cc1 (stereo unspecified) | -9.7% | 11.5% | 40.6% | -2.0% | -10.1% | -11.0 | -5.7% | -8.1% | -10.0%
CC1=C(C(=O)Nc2ccc(F)cc2)C(c2ccncc2)C2=C(CCCC2=O)N1 (stereo unspecified) | 28.6% | 2.0% | 7.2% | -1.5% | 0.5% | 4.7 | -4.1% | 22.6% | -1.4%
COC(=O)c1ccc2c(=O)[nH]c(COC(=O)c3c(-c4ccccc4)noc3C)nc2c1 | x | -16.6% | x | -2.0% | -14.2% | -4.0 | 3.9% | 24.8% | x

(continued)
SMILES | Apoferritin bind | APE1 inh | POLB inh | GRP78 ERSR act | POLH inh | LDHA block | POLK inh | Pol iota inh | BLM helicase inh
COc1ccc(C)cc1NC(=O)NC1CCCCCCC1 | u | -2.9% | -1.6% | -7.0% | -9.4% | 1.2 | -5.6% | 4.4% | -0.3%
O=C(COc1ccc(S(=O)(=O)N2CCOCC2)cc1Cl)N1CCCC1 | 2.8% | 2.7% | 24.3% | -5.4% | -10.6% | -2.0 | 0.4% | 19.6% | -3.2%
COCCn1c(=O)c(-c2cccc(C#N)c2)nc2cnc(Oc3ccc(OC)cc3)nc21 | x | 10.2% | x | -6.7% | x | x | 8.5%[60.1 µM] | x | -5.0%
COc1ccc(/C=N/NC(=O)CCn2cnc(-c3ccccc3)c2-c2ccccc2)cc1 | -16.6% | u | -0.3% | -3.3% | -8.6% | 2.4 | -4.1%[60.1 µM] | 3.6% | -10.0%
Cc1ccc(CN(C)C(=O)c2ccc3c(c2)NC(=O)CS3)o1 | -6.1% | -4.0% | -3.5% | 1.5% | -13.0% | 1.6 | -26.3% | u | -17.1%
Cc1[nH]nc(C(F)(F)F)c1N=NN1CCOCC1 | x | x | x | -13.7% | -16.6% | -0.7 | -22.1% | 20.7% | x
CCn1ccc2cc(S(=O)(=O)N3CCCN(C(=O)Nc4ccc(C)cc4)CC3)ccc21 | -2.2% | x | 2.4% | 3.7% | -14.4% | -3.3 | -10.9%[60.1 µM] | 6.8% | -1.1%
O=C(CSc1cn(CCNC(=O)c2ccccc2F)c2ccccc12)NCC1CCCO1 (stereo unspecified) | -7.8% | -18.0% | -7.9% | -1.1% | -16.2% | -1.4 | -25.1% | 25.3% | -0.2%
COc1ccc(S(=O)(=O)N(CC(=O)NC2CCCCC2)c2ccc(F)cc2)cc1 | -2.1% | -7.4% | -0.2% | -3.9% | -7.0% | -4.4 | -16.1% | 44.2%[activator] | -14.2%
Cc1ccc(OCC(=O)N/N=C\c2ccncc2)c(C)c1 | 7.9% | 0.3% | 13.2% | -3.3% | -5.3% | -9.1 | -6.1% | -4.3% | 3.8%
Cc1nnc(NC(=O)c2cc3n(n2)C(C(F)(F)F)CC(C2CC2)N3)s1 (stereo unspecified) | 0.7% | -3.6% | -1.7% | -2.1% | 4.7% | 0.9 | -3.7% | -2.2% | -1.9%
O=C(CN1C(=O)CCc2cc(S(=O)(=O)N3CCOCC3)ccc21)Nc1cccc(Cl)c1 | -3.5% | x | 1.3% | 5.4% | -13.3% | -6.2 | -3.1%[60.1 µM] | 5.2% | 0.1%
O=C(Nc1ccc2ncccc2c1)c1ccccc1Br | -11.8% | 38.1% | -23.2% | 1.8% | -14.0% | 2.9 | 3.0% | u | -4.1%
COCCn1c(=O)c(-c2cn(C)c3ccccc23)nc2cncnc21 | x | -0.4% | x | -4.5% | x | x | -11.8%[60.1 µM] | x | -9.1%
CN(C(=O)c1ccc(NC(=O)Cc2ccc(NC(=O)C3CCCN(C(=O)C4CC4)C3)cc2)cc1)C1CCCC1 (stereo unspecified) | x | x | x | -3.2% | -9.3% | -1.9 | 2.5% | 10.3% | x
O=C(Nc1ccncc1)Nc1ccccn1 | -6.5% | -5.2% | 3.1% | -5.0% | -0.6% | -0.7 | -8.8% | 13.5% | -9.7%
Cc1c(NS(=O)(=O)c2ccc3c(c2)c(=O)n(C)c(=O)n3C)c(=O)n(-c2ccccc2)n1C | -7.4% | 2.4% | 2.1% | -5.5% | -4.8% | 0.0 | -7.7% | 83.9%[activator] | 1.6%

Shown tab-delimited: 3 of the compounds above.
canonical_smiles	Apoferritin bind	APE1 inh	POLB inh	GRP78 ERSR act	POLH inh	LDHA block	POLK inh	Pol iota inh	BLM helicase inh
CC1=C(C(=O)Nc2ccc(F)cc2)C(c2ccncc2)C2=C(CCCC2=O)N1 (stereo unspecified)	28.6%	2.0%	7.2%	-1.5%	0.5%	4.7	-4.1%	22.6%	-1.4%
O=C(Nc1ccc2ncccc2c1)c1ccccc1Br	-11.8%	38.1%	-23.2%	1.8%	-14.0%	2.9	3.0%	u	-4.1%
CC1Sc2ccc(C(=O)NCc3cccc(C(F)(F)F)c3)cc2NC1=O (stereo unspecified)	x	-8.6%	x	-1.5%	-8.6%	-12.8	-6.5%	-7.7%	x
